GSTO1 inh = GSTO1 inhibition, counter-screen for RBBP9 inhibitors; recombinant GSTO1, activity-based probe fluorescence polarization; 300,000 compounds, 1.1% hits; P78417; AID 1974; inhibition, % at 5.96 µM;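 active means inhibition above the campaign mean inhibition plus 3 SD, cut at about 35% in these data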;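 further: 0% = GSTO1-1 with DMSO and 100% = wells lacking GSTO1-1 enzyme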
Target sequence (P78417 whole entry, looked up): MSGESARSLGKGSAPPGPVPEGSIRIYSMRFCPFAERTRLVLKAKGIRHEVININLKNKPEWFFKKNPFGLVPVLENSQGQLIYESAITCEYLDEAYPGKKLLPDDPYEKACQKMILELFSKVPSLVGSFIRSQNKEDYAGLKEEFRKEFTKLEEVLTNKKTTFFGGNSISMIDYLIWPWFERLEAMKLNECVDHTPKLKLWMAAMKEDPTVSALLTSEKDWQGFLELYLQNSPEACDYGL
MCL1 BIM primary = disrupts human MCL1 binding to BIM-BH3 peptide. Q07820. GST-MCL1 / FITC-Bim-BH3 fluorescence polarization. inhibition, % at 10.9 µM. 320,000 compounds, 0.68% hits. AID 2057;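 active means inhibition above the mean inhibition of all tested compounds plus 3 SD, set per campaign, cut at about 40% in these data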;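 further: 0% = DMSO wells and 100% = unlabeled Bim-BH3 peptide control; higher means more loss of mP so more displacement of Bim peptide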
Target sequence (Q07820 whole entry, looked up): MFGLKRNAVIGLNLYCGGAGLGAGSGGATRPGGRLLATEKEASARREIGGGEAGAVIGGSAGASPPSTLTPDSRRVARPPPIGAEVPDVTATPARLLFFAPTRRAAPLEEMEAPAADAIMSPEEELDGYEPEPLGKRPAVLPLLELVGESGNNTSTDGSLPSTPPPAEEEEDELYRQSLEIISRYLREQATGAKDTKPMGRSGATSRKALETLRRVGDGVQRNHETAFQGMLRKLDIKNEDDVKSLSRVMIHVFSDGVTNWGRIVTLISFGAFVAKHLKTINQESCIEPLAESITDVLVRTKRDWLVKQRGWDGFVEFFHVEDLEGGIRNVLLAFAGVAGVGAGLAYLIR
GLD-1 RNA inh = GLD-1-TGE RNA interaction inhibition (C. elegans); purified GLD-1 + fluorescein TGE RNA, fluorescence polarization; inhibition, % at 5.96 µM; 320,000 compounds, 0.44% hits; AID 2280;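 active means percent inhibition above a per-plate cutoff, the plate mean of test compounds plus 3 SD, cut at about 30% in these data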;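 further: 0% = DMSO wells with GLD-1 and probe and 100% = wells lacking GLD-1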
MEX-5 binding = C. elegans MEX-5 TCR-2 RNA binding activity; 300,000 compounds, 0.38% hits; Q9XUB2; MEX-5/FITC-TCR2 RNA binding, fluorescence polarization; stronger effect = lower value; AID 1832; activity score (negative = inhibition of binding), % at 10 µM;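 active means inhibition past about -25% in most replicates, and total fluorescence under double the plate's negative control median, limit read from the data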;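 further: 0% = DMSO and -100% = 5 µM competing unlabeled TCR2 RNA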
Target sequence (Q9XUB2 whole entry, looked up): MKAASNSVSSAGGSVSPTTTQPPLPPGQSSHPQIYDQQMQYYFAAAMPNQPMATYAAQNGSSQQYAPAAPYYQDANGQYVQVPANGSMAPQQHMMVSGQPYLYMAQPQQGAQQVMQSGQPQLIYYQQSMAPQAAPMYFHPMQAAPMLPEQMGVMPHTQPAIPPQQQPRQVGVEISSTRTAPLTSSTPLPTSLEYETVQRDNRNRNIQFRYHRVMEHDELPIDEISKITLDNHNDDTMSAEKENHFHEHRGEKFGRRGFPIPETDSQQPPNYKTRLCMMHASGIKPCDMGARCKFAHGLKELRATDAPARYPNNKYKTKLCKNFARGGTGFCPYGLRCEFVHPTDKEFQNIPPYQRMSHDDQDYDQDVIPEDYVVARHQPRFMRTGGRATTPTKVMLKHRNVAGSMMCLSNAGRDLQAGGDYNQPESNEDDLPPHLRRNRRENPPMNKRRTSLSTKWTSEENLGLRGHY
Fam108B counter = Fam108B inhibition, counter-screen for RBBP9 inhibitors | 300,000 compounds, 0.33% hits | inhibition, % at 9.51 µM | recombinant Fam108B, FP-Rh probe fluorescence polarization;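 active means inhibition above the screen mean inhibition plus 3 SD, computed separately per campaign, cut at about 18% in these data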;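 further: inhibitors lower polarization as less probe binds the enzyme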
PME-1 inh = blocks human protein phosphatase methylesterase 1; inhibition, % at 5.9 µM; AID 2130; 320,000 compounds, 0.53% hits; recombinant PME-1, FP-Rh probe fluorescence polarization;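 active means inhibition above the campaign mean of all compounds plus 3 SD, cut at about 26% in these data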;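 further: competitive labeling of PME-1 active site by serine hydrolase directed probe; 0% = PME-1 with DMSO and 100% = wells lacking PME-1 enzyme; inhibitors block probe labeling so polarization falls and inhibition rises; many of its hits are not listed in these tables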
PAD4 inh = blocks human protein arginine deiminase 4; inhibition, % at 6.36 µM; recombinant PAD4, RCA probe fluorescence polarization; 330,000 compounds, 0.41% hits; AID 485272;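 active means percent inhibition above a cutoff equal to the mean of all tested compounds plus 3 SD, cut at about 15% in these data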;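 further: 0% = PAD4 with RCA probe and DMSO and 100% = probe without PAD4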
Bcl-xL primary = Bcl-xL (human) inhibition | GST-Bcl-xL / FITC-Bim BH3 peptide fluorescence polarization | inhibition, % at 10.9 µM | 320,000 compounds, 0.7% hits | AID 2129;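 active means inhibition above the mean of all tested compounds plus 3 SD, cutoff set per campaign, cut at about 30% in these data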;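 further: 0% = DMSO wells and 100% = unlabeled Bim-BH3 peptide competitor; inhibitors lower millipolarization by displacing the labeled peptide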
TPT1 inhibitor = inhibitors of Candida albicans tRNA 2'-phosphotransferase TPT1 | recombinant caTPT1, FP RNA substrate dephosphorylation | inhibition, % at 5 µM | 300,000 compounds, 0.81% hits;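 active means inhibition above the mean of all tested compounds plus 3 SD, set per screening campaign, cut at about 24% in these data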;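 further: plate controls were DMSO alone for no effect and ferristatin control at 100 nM for full effect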
Starred values were filed as active, the others as inactive; . = no result given. Some of the compounds tested, so the mix of outcomes need not match the whole.

SMILES	GSTO1 inh	MCL1 BIM primary	GLD-1 RNA inh	MEX-5 binding	Fam108B counter	PME-1 inh	PAD4 inh	Bcl-xL primary	TPT1 inhibitor
CN(CCNC(=O)c1cn(C)c2ccc(S(=O)(=O)N(C)C)cc2c1=O)CCc1ccccc1	6	5	-3	2.7	-2	4	-8	2	-2
COc1cccc(C(=O)Nn2cnnc2)c1	-6	8	-2	0.3	0	0	-1	2	6
O=C(COc1cccnc1[N+](=O)[O-])Nc1ccc2c(c1)OCO2	10	1	2	0.8	-1	-6	2	9	0
Cc1sc(N)nc1-c1ccccc1	0	5	7	-1.3	3	-1	-3	2	-3
O=C(Nc1cc(Sc2ccccn2)cc([N+](=O)[O-])c1)c1ccc([N+](=O)[O-])cc1	9	1	2	1.3	19*	4	-2	6	-5
CCC(NS(=O)(=O)c1ccc(C)cc1)C(=O)O (configuration not stated)	-3	7	-1	-2.9	2	-2	-2	2	-1
Cc1cc(C)nc(SCC(=O)c2ccc(C)c(C)c2)n1	-3	1	2	1.4	0	4	0	2	-2
C=C(C)C1CC=C(C)/C(=N/NC(=O)CNc2ccc(C)cc2C)C1 (configuration not stated)	-4	-5	0	0.7	3	5	-3	-6	5
CCOc1ccc(NC(=O)C23CC4CC(C2)CC(c2ccccc2)(C4)C3)cc1	-3	1	2	0.6	4	-9	-4	4	-1
CCCCCCC(=O)Nc1nnc(CC)s1	2	2	1	1.4	-1	3	-2	7	-1
NC(=O)c1c(NC(=O)CN2CCOCC2)sc2c1CCC2	6	3	-2	-1.2	-2	3	1	0	-1
N#Cc1ccc(OCC(O)CS(=O)(=O)c2ccc(F)cc2)cc1 (configuration not stated)	9	-2	-10	1.3	3	-8	-5	2	3
COc1ccccc1OCCNC(=O)c1ccc2c(c1)OCCO2	0	6	4	2.2	3	1	0	4	0
CCC(C)NC(=O)C1CCC(=O)N(c2ccc3c(c2)OCO3)C1c1ccc(OC)cc1 (configuration not stated)	23	3	8	-1.0	0	-7	3	3	1
Cc1ccc(-n2[nH]c(C)c(C=Nc3ccc(Br)cn3)c2=O)cc1	-2	5	-4	-1.9	0	2	-4	2	0
CN1CCN(c2ccc(NC(=O)c3cccc(S(=O)(=O)N4CCCC4)c3)cc2)CC1	.	-12	2	.	.	2	-4	-7	.
CCOc1ccc(OCC(=O)NCCc2nc3ccccc3[nH]2)cc1	-4	-3	-2	2.7	-2	0	1	-2	4
CC(C)c1ccc(OCC(=O)NNC(=O)c2cnccn2)cc1	-1	-3	0	-5.6	-5	-3	-3	-1	-4
Cc1ccc(F)cc1NC(=O)c1sc2ncn(CC(=O)N3CCN(c4ccccn4)CC3)c(=O)c2c1C	1	5	2	0.0	0	-2	-2	-4	1
COc1ccccc1CNC(=O)c1cc2c(C)nn(Cc3ccc(F)cc3)c2s1	-21	-20	1	2.5	-14	-12	-4	-16	-2
CCOC(=O)C1CCN(C(=O)Cn2nc(C)n3nc(-c4ccc(CC)cc4)cc3c2=O)CC1	1	2	-1	-1.9	1	5	1	-4	0
CC(C)[C@H](NC(=O)C1CCN(C(=O)[C@H](Cc2ccccc2)NC(=O)OC(C)(C)C)CC1)C(=O)O	-7	6	-2	-2.1	1	-3	-1	5	-1
C=CCNC(=O)c1ccc(Cn2cc(C(F)(F)F)ccc2=O)cc1	-3	-6	9	1.6	-1	-7	-5	0	-3
Oc1oc(-c2cccc3ccccc23)nc1/C=N/c1nccs1	-5	0	-33	-11	-3	-6	-1	1	31*
O=C(CNC(=O)c1cccc(F)c1)OCCOc1cccc(Cl)c1	4	-1	2	-2.6	-4	3	-1	3	1
O=C(/C=C/c1ccc2c(c1)OCO2)c1ccc(F)cc1	-11	3	-7	1.9	-4	-1	0	3	-3
Cc1nc(-c2ccc(S(=O)(=O)Nc3cc(F)ccc3F)cc2)co1	-2	2	-2	2.2	0	8	-1	4	-3
O=C(N/C(=C\c1cn(-c2ccccc2)nc1-c1ccccc1)C(=O)N1CCOCC1)c1ccccc1	2	0	7	1.1	0	-2	1	-3	2
CCOc1cc(N2CCOCC2)c(OCC)cc1NC(=O)CN1C(=O)NC2(CCCCC2)C1=O	.	-15	3	.	.	3	-3	-7	.
COc1ccccc1C(=O)n1nc(C)cc1C	0	0	7	2.5	-1	-2	-5	6	-4

Some of the entries above in a different format:
> CC(C)[C@H](NC(=O)C1CCN(C(=O)[C@H](Cc2ccccc2)NC(=O)OC(C)(C)C)CC1)C(=O)O
  GSTO1 inh: -7
  MCL1 BIM primary: 6
  GLD-1 RNA inh: -2
  MEX-5 binding: -2.1
  Fam108B counter: 1
  PME-1 inh: -3
  PAD4 inh: -1
  Bcl-xL primary: 5
  TPT1 inhibitor: -1

> Oc1oc(-c2cccc3ccccc23)nc1/C=N/c1nccs1
  GSTO1 inh: -5
  MCL1 BIM primary: 0
  GLD-1 RNA inh: -33
  MEX-5 binding: -11
  Fam108B counter: -3
  PME-1 inh: -6
  PAD4 inh: -1
  Bcl-xL primary: 1
  TPT1 inhibitor: 31*

At a glance, some entries already given:
SMILES	GSTO1 inh	MCL1 BIM primary	GLD-1 RNA inh	MEX-5 binding	Fam108B counter	PME-1 inh	PAD4 inh	Bcl-xL primary	TPT1 inhibitor
O=C(/C=C/c1ccc2c(c1)OCO2)c1ccc(F)cc1	-11	3	-7	1.9	-4	-1	0	3	-3
Cc1nc(-c2ccc(S(=O)(=O)Nc3cc(F)ccc3F)cc2)co1	-2	2	-2	2.2	0	8	-1	4	-3

Further structures.
SMILES	GSTO1 inh	MCL1 BIM primary	GLD-1 RNA inh	MEX-5 binding	Fam108B counter	PME-1 inh	PAD4 inh	Bcl-xL primary	TPT1 inhibitor
O=C(Cc1ccccc1)Nc1ccccc1C(=O)N1CCCCC1	0	5	5	0.2	1	2	0	8	1
CCOC(OCC)c1ccc(/C=C\c2nccc(N)n2)cc1	2	4	3	-0.9	0	-2	5	2	2
Cc1c(C(=O)Nc2ccc(S(=O)(=O)NCC3CCCO3)cc2)cccc1[N+](=O)[O-] (configuration not stated)	10	1	3	0.4	2	2	-1	3	-1
O=C(C1CCCN(S(=O)(=O)c2cccnc2)C1)N1CCN(c2ccccn2)CC1 (configuration not stated)	1	8	-2	-0.9	-3	4	-5	-1	-2
COc1ccc(Cn2nnnc2C(c2cccnc2)N2CCN(c3ccc(O)cc3)CC2)cc1 (configuration not stated)	17	15	9	1.8	5	-2	-1	9	2
COc1ccc(NS(=O)(=O)c2csc(C(N)=O)c2)cc1	-3	-1	-1	0.5	-3	-1	-2	1	0
Cc1ccc(C(=O)c2no[n+]([O-])c2C(=O)c2ccc(C)cc2)cc1	13	5	-1	-2.3	4	0	2	11	-4
CS(=O)(=O)N(Cc1ccc(Cl)cc1)c1ccc(C(=O)NCC2CCCO2)cc1 (configuration not stated)	-13	0	-6	0.6	1	3	-3	4	1
CC(OC(=O)c1cc(S(=O)(=O)N2CCOCC2)ccc1F)C(=O)NC1CCCCC1C (configuration not stated)	8	5	4	1.1	-2	4	2	1	0
CSCCC(NC(=O)c1ccc(C)o1)C(=O)O (configuration not stated)	-2	17	2	2.1	3	-2	2	7	-3
COc1ccc2c(c1)C1=NN(/C(C)=C/C(C)=O)C(c3ccc(F)cc3)C1CC2 (configuration not stated)	12	2	5	1.7	-3	4	-4	4	4
NC(=O)C1CCN(C(=O)c2ccco2)CC1	2	1	3	1.5	-1	-3	0	3	-4
COc1ccc(CC(=O)N/N=C/c2ccc(-c3ccc(F)cc3)o2)cc1OC	-6	1	1	-3.3	5	-5	0	8	0
Fc1ccc(C2CCNCC2COc2ccc3c(c2)OCO3)cc1 (configuration not stated)	2	5	-5	1.5	6	-4	0	6	-4
COc1ccc(CCNC(=O)c2ccc(OCc3c(C)noc3C)cc2)cc1OC	.	3	-6	.	.	4	2	4	.

Fetched one by one from the entries so far, three records:
SMILES	GSTO1 inh	MCL1 BIM primary	GLD-1 RNA inh	MEX-5 binding	Fam108B counter	PME-1 inh	PAD4 inh	Bcl-xL primary	TPT1 inhibitor
Cc1ccc(C(=O)c2no[n+]([O-])c2C(=O)c2ccc(C)cc2)cc1	13	5	-1	-2.3	4	0	2	11	-4
CCOC(=O)C1CCN(C(=O)Cn2nc(C)n3nc(-c4ccc(CC)cc4)cc3c2=O)CC1	1	2	-1	-1.9	1	5	1	-4	0
C=CCNC(=O)c1ccc(Cn2cc(C(F)(F)F)ccc2=O)cc1	-3	-6	9	1.6	-1	-7	-5	0	-3

Next part.
SMILES	GSTO1 inh	MCL1 BIM primary	GLD-1 RNA inh	MEX-5 binding	Fam108B counter	PME-1 inh	PAD4 inh	Bcl-xL primary	TPT1 inhibitor
CCOC(=O)CN1C(=O)CCSc2ccc(Cl)cc21	9	7	6	0.1	-4	3	-1	9	0
Cc1cc(C)n(CCCNC(=O)C2CCC(=O)N(CCc3ccc(Cl)cc3)C2)n1 (configuration not stated)	3	0	-5	-2.5	-3	-5	-4	5	-1
COC(=O)c1c(C)oc(C)c1S(=O)(=O)NCc1ccc(Cl)cc1Cl	-3	-3	6	0.8	-2	0	0	1	0
Cc1[nH]c(=S)n(CC2CCCO2)c1C (configuration not stated)	-5	-19	2	0.0	-1	1	0	-17	1
COc1cccc(N2CCN(C(=O)c3oc4ccccc4c3NC(=O)CCc3cc(OC)no3)CC2)c1	3	5	5	.	3	7	2	6	1
O=S(=O)(c1ccc2c(c1)nc(COc1ccc(Cl)cc1)n2CC1CCCO1)N1CCOCC1 (configuration not stated)	-2	-3	3	-1.2	0	3	-2	3	-1
C[C@H](NC(=O)C1CC(=O)N(c2ccc3c(c2)OCO3)C1)C(=O)NCc1ccco1 (some centres not stated)	0	-3	-10	1.7	2	-4	-5	4	0
Cc1c(Cl)cccc1NC(=O)NCc1ccc(C)n1C	-5	-8	-8	-2.6	-3	2	-11	2	3
Cc1noc(C)c1C(=O)Nc1ccc(F)cc1	4	4	9	-0.7	2	0	1	8	-1
CC(=O)Nc1ccc(NC(=O)C(C)O/N=C/c2cccc([N+](=O)[O-])c2)cc1 (configuration not stated)	9	5	-1	-3.3	-2	3	-3	7	-9
O=S(=O)(NCc1ccccn1)c1ccc(Cl)c(C(F)(F)F)c1	4	-2	1	-2.1	-1	2	1	1	0
COc1ccccc1NC(=O)Cn1nc(Cc2cccnc2)c2ccccc2c1=O	3	-7	9	-1.9	-5	8	3	-1	1
OC(c1ccccc1)(c1ccccc1)c1ccn[nH]1	-4	-1	-6	1.3	3	2	-2	0	0
CC(C)Cn1nc(NS(=O)(=O)c2ccccc2)c2cc3ccccc3nc21	5	-1	-2	-1.8	-4	-4	6	7	-3
CC(=O)Oc1cccc(C(=O)Nc2ccccc2C(=O)N2CCCC2)c1	2	-4	-1	-1.3	0	3	-2	-3	3
Cn1cc(/C=C2/SC(=O)N(c3ccccc3)C2=O)c2ccccc21	-6	1	13	-4.3	5	-5	-1	1	0
Cc1cc(C(=O)O)c(CSCc2cc(C(=O)O)oc2C)o1	0	10	7	0.0	3	0	-6	2	-3

Screening data from PubChem.
